KB-V1 cytotox: kills drug-selected multidrug resistant KB-V1 cells; KB-V1 MDR cells viability, CellTiter-Glo, 72 h; Potency, µM (doses to about 46.1 µM), without a hit: at the highest dose activity change, negative = cytotoxicity, actives largely listed as cytotoxic; actives 3.4% (n = 400,000); AID 1347076; also: potency is read from the fitted curve at half-maximal effect; % is scaled to controls: 0 for no effect and ±100 for the full control effect; nearly all actives have a fitted effect of over 60% in size
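Following 72 h at 37 degrees C with compound, KB-V1 cell viability was read by CellTiter-Glo luminescence, medium being phenol-red-free DMEM plus 10% FBS; concentration-response parameters came from normalized, curve-fitted qHTS data.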
MCF10A rerep: induces DNA re-replication in MCF 10a normal breast cells; MCF 10A DNA re-replication, Hoechst nuclear intensity, 48 h; Potency, µM (series often up to 46.1 µM), for inactives: at the highest dose activity, positive = re-replication, usual class: activators; actives 2.9% (n = 350,000); AID 624296; also: potency is read from the fitted curve at half-maximal effect; % of control where 0% means no effect; nearly all actives have a fitted effect of over 50% in size
HT1080 IDH1KD tx: toxicity to HT-1080 IDH1 knockdown cells (counter line); HT-1080 IDH1 knockdown viability, ATP luminescence, 48 h; actives 2% (n = 360,000); Potency, µM (doses to about 46.1 µM), for inactives: at the top dose activity, negative = toxicity, usual class: cytotoxic; AID 686971;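 also: potency is read from the fitted curve at half-maximal effect; 0% = DMSO wells and -100% = cell-free medium wells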
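Luminescent ATP read-out (CellTiter-Glo, 10 min at room temperature) after 48 h compound exposure at 37 °C gave viability of IDH1-knockdown HT-1080 cells. Activity was normalised to DMSO and cell-free wells, then fitted as concentration-response curves.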
SW480 rereplic: inducers of DNA re-replication in SW480 colon cancer cells. Potency, µM (doses to about 46.1 µM), without a hit: at the top dose re-replication activation, hits mostly activators. actives 1.8% (n = 340,000). SW480 DNA re-replication, Hoechst DNA content imaging, 48 h; also: potency is read from the fitted curve at half-maximal effect; % of control where 0% means no effect; nearly all actives have a fitted effect of over 55% in size
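Hoechst fluorescence of nuclei (405 nm excitation, 500-530 nm emission) measured by plate-scanning imager after 48 hr compound exposure at 37 C; re-replication scored as increased number of nuclei with elevated intensity.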
IL-1B inflam inh: inhibitors of inflammasome signaling (IL-1 beta secretion). THP-1 LPS/ATP IL-1B secretion, AlphaLISA, 16 h; hits give low values. activity change, % at 57.5 µM. actives 4.7% (n = 360,000). AID 743279; in the data active = activity change below about -50%; inconclusive = mostly about -30% to -49%; also: % is scaled to controls: 0 for no effect and ±100 for the full control effect
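THP-1 cells pretreated 1 hr with compounds (up to 57.5 uM final), then stimulated with LPS (250 ng/mL final) plus ATP (1.25 mM final); secreted IL-1B measured by AlphaLISA after 16 hr, decreased signal indicating inhibition.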
HT1080-NT tox: kills 2HG-producing HT-1080-NT fibrosarcoma cells; HT-1080-NT fibrosarcoma viability, CellTiter-Glo ATP luminescence, 48 h; Potency, µM (series often up to 46.1 µM), for the others: at the highest dose activity, negative = less viability, usual class: cytotoxic; actives 1.6% (n = 360,000);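 also: NT is the 2HG producing partner of a matched IDH1 knockdown line; potency is read from the fitted curve at half-maximal effect; 0% = DMSO-treated cells and -100% = media-only wells without cells; nearly all actives have a fitted effect of over 55% in size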
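Fibrosarcoma NT cells, 750 per well in 5% FBS RPMI, were exposed to compound for 48 hours. Viability: CellTiter-Glo luminescence.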
KB-3-1 cytotox: KB-3-1 parental cell cytotoxicity; KB-3-1 viability, CellTiter-Glo ATP luminescence, 72 h; Potency, µM (titrated, usually from 46.1 µM), for the others: top-dose activity change, negative = cytotoxic, actives largely listed as cytotoxic; actives 1.4% (n = 400,000); AID 1347075; also: potency is read from the fitted curve at half-maximal effect; % is scaled to controls: 0 for no effect and ±100 for the full control effect; nearly all actives have a fitted effect of over 60% in size
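Cells are dispensed, compounds pinned in, plates held at 37 °C for 72 h, then CellTiter-Glo is added and luminescence read after 10 minutes. Cell line: parental KB-3-1 in phenol-red-free DMEM, 10% FBS.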
WRN helicase inh: inhibitors of human WRN helicase. Q14191. WRN helicase unwinding, fluorescent forked duplex, kinetic. Potency, µM (doses to about 114 µM), for the others: at the highest dose activity change, negative = inhibition, most hits filed as inhibitors. actives 0.46% (n = 360,000); also: potency is read from the fitted curve at half-maximal effect; % is scaled to controls: 0 for no effect and ±100 for the full control effect; nearly all actives have a fitted effect of over 55% in size
Target sequence (Q14191 whole entry, looked up): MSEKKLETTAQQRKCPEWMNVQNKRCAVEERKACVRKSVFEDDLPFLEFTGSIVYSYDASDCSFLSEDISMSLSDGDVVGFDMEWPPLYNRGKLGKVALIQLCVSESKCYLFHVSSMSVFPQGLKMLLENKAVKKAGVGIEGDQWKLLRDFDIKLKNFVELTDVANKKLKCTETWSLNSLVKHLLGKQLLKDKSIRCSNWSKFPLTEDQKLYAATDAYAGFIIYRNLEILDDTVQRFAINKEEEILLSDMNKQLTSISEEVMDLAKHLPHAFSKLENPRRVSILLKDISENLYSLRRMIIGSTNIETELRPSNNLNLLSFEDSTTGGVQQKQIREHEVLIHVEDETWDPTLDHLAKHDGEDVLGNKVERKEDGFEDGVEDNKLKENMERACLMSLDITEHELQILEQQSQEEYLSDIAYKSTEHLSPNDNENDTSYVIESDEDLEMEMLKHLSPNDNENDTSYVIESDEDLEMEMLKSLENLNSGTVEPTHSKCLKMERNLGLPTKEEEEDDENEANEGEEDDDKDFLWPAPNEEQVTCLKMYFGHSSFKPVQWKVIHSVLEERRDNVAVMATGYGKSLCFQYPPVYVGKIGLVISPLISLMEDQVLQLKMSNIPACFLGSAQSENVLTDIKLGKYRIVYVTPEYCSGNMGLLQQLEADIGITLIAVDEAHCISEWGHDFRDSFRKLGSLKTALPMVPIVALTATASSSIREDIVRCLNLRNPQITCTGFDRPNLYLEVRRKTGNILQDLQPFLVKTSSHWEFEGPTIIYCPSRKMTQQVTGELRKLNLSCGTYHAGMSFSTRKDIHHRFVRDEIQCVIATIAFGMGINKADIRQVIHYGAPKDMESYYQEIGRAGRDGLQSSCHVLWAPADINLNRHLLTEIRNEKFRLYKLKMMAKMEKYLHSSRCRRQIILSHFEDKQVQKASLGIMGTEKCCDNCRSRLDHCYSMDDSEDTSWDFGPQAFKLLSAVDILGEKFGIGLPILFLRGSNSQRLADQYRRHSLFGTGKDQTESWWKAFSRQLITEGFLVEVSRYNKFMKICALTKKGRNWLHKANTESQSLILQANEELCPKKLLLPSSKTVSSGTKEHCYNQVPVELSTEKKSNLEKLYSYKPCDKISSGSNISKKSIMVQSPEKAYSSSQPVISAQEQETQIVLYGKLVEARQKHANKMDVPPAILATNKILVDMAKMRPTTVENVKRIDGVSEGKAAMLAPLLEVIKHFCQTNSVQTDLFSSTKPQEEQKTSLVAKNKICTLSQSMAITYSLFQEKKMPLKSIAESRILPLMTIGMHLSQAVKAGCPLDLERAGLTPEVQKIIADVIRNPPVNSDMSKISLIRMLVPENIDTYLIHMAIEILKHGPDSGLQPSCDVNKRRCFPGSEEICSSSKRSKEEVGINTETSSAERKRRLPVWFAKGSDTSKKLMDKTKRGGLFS
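Fluorescence dequenching readout, ex 525 nm/em 598 nm, kinetic mode: forked duplex DNA (100 nM final) with adjacent fluorophore and quencher unwound by WRN (20 nM final) with 2 mM ATP. Compound preincubation 15 min, room temperature.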
ATXN2 expr inh: inhibitors of ATXN2 expression; HEK-293 ATXN2-luciferase reporter, luminescence, 24 h; Potency, µM (top dose mostly 57 µM), for inactives: at the top dose activity change, negative = inhibition, usual class: inhibitors; AID 1745845; actives 0.72% (n = 360,000); also: potency is read from the fitted curve at half-maximal effect; % is scaled to controls: 0 for no effect and ±100 for the full control effect; nearly all actives have a fitted effect of over 55% in size
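ATXN2-luciferase reporter cells (luciferase flanked by upstream and downstream ATXN2 gene portions) were treated 24 h at 37 °C with compounds at up to 57 uM. SteadyGlo luminescence gave expression; GF-AFC fluorescence gave viability.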
The depositor's hits bear a star; ? = inconclusive; . = not tested or not shown; & = joins results of further samples; [ ] = remark or other dose. Unless noted, calls follow the shape of the dose curve; as a rule, active = well fitted curve in the direction sought with a large enough effect; inconclusive = small, poorly fitted or top-dose-only effect, or another doubt; inactive = no such curve, though single readings can be large; an effect the other way counts as inactive or inconclusive.

1. C[C@H](NC(=O)[C@H]1N2C(=O)c3ccccc3C2SC1(C)C)C(=O)N1CCC[C@H]1C(=O)O (stereo not given in full)
2. C=CCn1c(C)cc(-c2csc(NC(=O)CCc3nc4ccccc4c(=O)[nH]3)n2)c1C
3. C=CCn1c(CCCNC(=O)CCC)nc2ccccc21
4. O=C(c1ccc2ccccc2n1)N1CCN(Cc2c(F)cccc2Cl)CC1
5. CCC(=O)N1CCN(c2ccccc2NC(=O)Cc2ccccc2)CC1
6. Cc1cc(/C=C2\SC(=S)N(C)C2=O)c(C)n1-c1cccc(O)c1
7. Nc1cc(-c2ccco2)no1
8. OCc1ccccc1Cn1ccnc1
assay / entry	1	2	3	4	5	6	7	8
KB-V1 cytotox	-27%	-7%	-14%	-12%	-9%	?	5%	13%
MCF10A rerep	?	3%	-2%	?	5%	13µM*	-2%	.
HT1080 IDH1KD tx	8%	-1%	4%	-4%	-4%	-8%	-2%	5%
SW480 rereplic	2%	-9%	8%	7%	2%	17%	-6%	.
IL-1B inflam inh	-7	-1	7	-4	0	0	20	24
HT1080-NT tox	6%	1%	5%	-9%	0%	-11%	10%	-5%
KB-3-1 cytotox	0%	6%	-1%	-4%	-8%	?	5%	18%
WRN helicase inh	3%	-3%	-7%	-8%[57.1 µM]	-2%	-15%	-17%	9%
ATXN2 expr inh	0%	-10%	4%	-14%	0%	44%[activator]	1%	.

9. COC1=C/C(=C/c2c(N)n3nc(CC(=O)N4CCCC4)sc3nc2=O)C=CC1=O
10. CCCCN(CC)C(=O)C1CCC(CNS(=O)(=O)c2cccc3nsnc23)CC1 (stereo not given)
11. CN1CCN(c2cc(=O)n(Cc3ccc(F)cc3)c(=O)[nH]2)CC1
12. COc1ccc(S(=O)(=O)N2CCCC2CNC(=O)C(=O)NCc2cccs2)cc1 (stereo not given)
13. C=CCN(C#N)c1nc(OC)nc(N2CCCC2)n1
14. COc1ccc(/C=N/N=C2/C(=O)Nc3ccccc32)cc1O
15. COc1ccccc1C(=O)NNC(=O)c1ccccc1F
16. Cc1nn(CC(=O)Nc2ccc(Cl)cc2)c(=O)c2cc(-c3ccccc3)nn12
assay / entry	9	10	11	12	13	14	15	16
KB-V1 cytotox	0%	?	-3%	?	-13%	8%	-23%	7%
MCF10A rerep	-2%	4%	2%	0%	-2%	0%	?	21µM*
HT1080 IDH1KD tx	0%	-11%	-7%	12%	0%	-21%	0%	12%
SW480 rereplic	-12%	-21%	2%	3%	-1%	-1%	?	15µM*
IL-1B inflam inh	-11	-4	10	-11	-19	-18	9	32
HT1080-NT tox	2%	-3%	-2%	0%	6%	-2%	-18%	-2%
KB-3-1 cytotox	1%	14%&0%	0%	-1%	5%	0%	5%	-5%
WRN helicase inh	-4%	-10%	-3%	-4%	0%	-4%[57.1 µM]	4%	7%
ATXN2 expr inh	8%	-16%&-25%	1%	3%	-5%	-6%	-13%	-33%

17. CCOC(=O)[C@]12CCC=C1N(CCC1=CCCCC1)C(=O)[C@H](CC(=O)N1CCSCC1)C2
18. Cc1ccc(CNC(=O)c2cc3ccccc3oc2=O)cc1
19. CCOC(=O)c1c(C)c(C(=O)O)n(C)c1C
20. Cn1c(=O)c2c(nc(NCCc3ccccc3)n2CC(=O)NCCc2ccccc2)n(C)c1=O
21. COC(=O)C1C(c2ccc(N(C)C)cc2)C(C(=O)OC)S(=O)(=O)CS1(=O)=O (stereo not given)
22. Cc1ccc(C)c(Cn2nc(-c3ccccc3)ccc2=O)c1
23. COc1ccc(OCC(O)CN2CCCCCC2)cc1 (stereo not given)
24. COc1ccc(C)cc1NC(=O)C(OC(=O)Cn1cnc2c1c(=O)n(C)c(=O)n2C)c1ccccc1 (stereo not given)
assay / entry	17	18	19	20	21	22	23	24
KB-V1 cytotox	-19%	16%	-9%	-5%	2%	-20%	?	-3%
MCF10A rerep	.	2%	5%	?	0%	15%	?	-2%
HT1080 IDH1KD tx	11%	2%	10%	18%	19%	-29%	2%	0%
SW480 rereplic	.	-6%	0%	-9%	3%	?	8%	-8%
IL-1B inflam inh	28	-2	8	-6	3	-75*	0	1
HT1080-NT tox	9%	6%	0%	22%	1%	?	10%	3%
KB-3-1 cytotox	7%	6%	5%	14%	-13%	5%	1%	-3%
WRN helicase inh	2%	-10%	-1%	5%	0%	-4%	9%	-3%
ATXN2 expr inh	-6%	.	5%	-5%	-14%	-34%	-7%	3%

25. CCC(C)(C(=O)NC1CCCC1)N(C(=O)c1ccccn1)c1ccc(C)cc1 (stereo not given)
26. Cc1noc(NS(=O)(=O)c2ccc(N/C=C/C(=O)c3ccncc3)cc2)c1C
27. Cc1cc2ccccc2c(=O)n1CC(=O)NCC(=O)N1CCN(c2ccccc2)CC1
28. CCOC(=O)c1ccccc1-c1csc(N)n1
29. C=CC[C@@H](Cc1ccc(F)cc1)C(=O)OC[C@H]1CCCN1C(=O)[C@@H](CC=C)CC(=O)N[C@H](CO)Cc1ccccc1
30. COCCNc1nc2nonc2nc1N1CCC(N(C)C)C1 (stereo not given)
31. O=S1(=O)CC(N2CCC(Cc3ccccc3)CC2)CN1Cc1ccc(F)cc1 (stereo not given)
32. CC(C)C[C@H](NC(=O)c1nc[nH]c1C(=O)N(C)Cc1ccccc1)C(=O)OCc1ccccc1
assay / entry	25	26	27	28	29	30	31	32
KB-V1 cytotox	-3%	-1%	-5%	3%	-7%	?	1%	11%
MCF10A rerep	-1%	-1%	-4%	-1%	31%	4%	.	-2%
HT1080 IDH1KD tx	2%	-2%	-1%	8%	-7%	4%	?	-6%
SW480 rereplic	-5%	-2%	-3%	-114%[inhibitor]	1%	13%	.	?
IL-1B inflam inh	-5	-9	0	4	-16	3	-2	42
HT1080-NT tox	1%	4%	-10%	4%	-4%	15%	-21%	-3%
KB-3-1 cytotox	0%	0%	2%	9%	-14%	13%	0%	-5%
WRN helicase inh	9%	-21%	-13%	-2%	-5%	5%	-14%	-6%
ATXN2 expr inh	-7%	-10%	-7%	6%	0%	3%	-6%	-10%

33. O=S(=O)(c1ccc(F)cc1)N1CCC2(CC1)OCCN2S(=O)(=O)c1cccs1
34. COc1cccc(/C=C/C(=O)NCC2CCCCC2)c1
35. Cc1ccc2c(cnn2C(=O)CCC(=O)NC2CCCC2)c1
36. CCCCn1c(N)c(N(CC(C)C)C(=O)C2CC(=O)N(Cc3ccco3)C2)c(=O)[nH]c1=O (stereo not given)
37. Clc1ccc(COn2c(-c3ccc(Cl)cc3Cl)nc3ncccc32)cc1
38. O=C1CN(C(=O)COc2ncnc3ccccc23)c2ccccc2N1
39. c1ccc(-c2cc3c(N4CCCC4)ncnc3s2)cc1
40. CCOC(=O)Cc1csc(NC(=O)c2cc(=O)c3ccccc3o2)n1
assay / entry	33	34	35	36	37	38	39	40
KB-V1 cytotox	-1%	2%	-26%	14%	0%	15%	?	-26%
MCF10A rerep	?	-13%	?	3%	?	-1%	11%	-1%
HT1080 IDH1KD tx	-8%	1%	2%	11%	?	14%	9%	-11%
SW480 rereplic	-60%[inhibitor]	-11%	?	-4%	11%	-3%	-3%	8%
IL-1B inflam inh	-7	-26	-13	-6	-7	23	-3	-1
HT1080-NT tox	-12%	-2%	3%	2%	?	?	23%	-1%
KB-3-1 cytotox	-6%	-20%	-29%	5%	-12%	20%	5%	-9%
WRN helicase inh	-4%	8%	-2%	10%	-9%	-12%	-9%	-7%
ATXN2 expr inh	-15%	-1%	22%	-7%	-12%	4%	29%	.

Single records (already shown). Screens in order: KB-V1 cytotox	MCF10A rerep	HT1080 IDH1KD tx	SW480 rereplic	IL-1B inflam inh	HT1080-NT tox	KB-3-1 cytotox	WRN helicase inh	ATXN2 expr inh
Cc1ccc2c(cnn2C(=O)CCC(=O)NC2CCCC2)c1 is entered as -26%	?	2%	?	-13	3%	-29%	-2%	22%
CCCCn1c(N)c(N(CC(C)C)C(=O)C2CC(=O)N(Cc3ccco3)C2)c(=O)[nH]c1=O (stereo not given) is entered as 14%	3%	11%	-4%	-6	2%	5%	10%	-7%
c1ccc(-c2cc3c(N4CCCC4)ncnc3s2)cc1 is entered as ?	11%	9%	-3%	-3	23%	5%	-9%	29%

Additional compounds
41. COc1ccc(NC(=O)c2cccc(S(=O)(=O)Nc3ccc(Br)cc3)c2)cn1
42. COc1ccc(S(=O)(=O)N2CCN(C(=O)C3CCCO3)CC2)cc1 (stereo not given)
43. CC(C)NCC(O)COC1CCC(C(C)(C)C)CC1 (stereo not given)
44. CC(C)COc1ccc(C(=O)Nc2ccc(NC(=O)c3ccco3)cc2)cc1
45. CCN(CC(=O)Nc1ccc(C(=O)Nc2ccc(OC)cc2)cc1)Cc1nc2ccccc2c(=O)[nH]1
assay / entry	41	42	43	44	45
KB-V1 cytotox	?	0%	?	-9%	-4%
MCF10A rerep	?	0%	24%	-13%	-3%
HT1080 IDH1KD tx	?	0%	?	12%	0%
SW480 rereplic	-4%	-4%	?	-1%	-19%
IL-1B inflam inh	-80*	2	-12	-2	-9
HT1080-NT tox	?	-1%	-30%	-2%	0%
KB-3-1 cytotox	12µM*	18%	23µM*	-15%	0%
WRN helicase inh	-19%	-30%	3%[57.1 µM]	1%	5%
ATXN2 expr inh	-21%	2%	?	-13%	.

Bioassay records: PubChem, National Center for Advancing Translational Sciences (NCATS)
